OXTR ag: activates the human oxytocin receptor; P30559; CHO-OTR cells, Fluo-8 calcium fluorescence; normalized: DMSO 0%, oxytocin 100%; activation, % at 3 µM; 320,000 compounds, 0.32% hits; AID 2435;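 active = activation above the mean of all tested compounds plus 3 SD, cutoff set per screening run, cut at about 20% in these data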;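 note: peak over basal fluorescence ratio from a 100 s FLIPR kinetic read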
Target sequence (P30559 whole entry, looked up): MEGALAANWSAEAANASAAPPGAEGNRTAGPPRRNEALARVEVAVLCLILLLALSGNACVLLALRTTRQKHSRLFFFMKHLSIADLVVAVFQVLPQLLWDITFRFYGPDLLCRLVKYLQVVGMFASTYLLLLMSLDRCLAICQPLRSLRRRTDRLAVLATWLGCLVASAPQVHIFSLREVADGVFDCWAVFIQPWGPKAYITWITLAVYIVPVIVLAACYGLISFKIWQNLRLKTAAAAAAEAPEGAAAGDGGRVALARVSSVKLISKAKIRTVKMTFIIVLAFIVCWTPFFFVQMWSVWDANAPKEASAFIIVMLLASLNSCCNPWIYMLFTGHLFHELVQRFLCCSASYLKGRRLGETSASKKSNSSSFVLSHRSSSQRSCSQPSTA
GalR3 antagonist: human GalR3 antagonism. HEK293 GalR3-CNG cAMP membrane potential fluorescence; galR3 body fused to GalR1 C-terminus. O60755. 360,000 compounds, 0.44% hits. inhibition, % at 3 µM;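 active = inhibition above the screen-wide average plus 3 SD, cut at about 13% in these data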;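 note: forskolin and galanin both at EC90 stimulate the cells; cAMP rise reported by CNG channel membrane potential dye signal; 0% = forskolin plus galanin with DMSO and 100% = forskolin alone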
Target sequence (O60755 1-299 limits assumed): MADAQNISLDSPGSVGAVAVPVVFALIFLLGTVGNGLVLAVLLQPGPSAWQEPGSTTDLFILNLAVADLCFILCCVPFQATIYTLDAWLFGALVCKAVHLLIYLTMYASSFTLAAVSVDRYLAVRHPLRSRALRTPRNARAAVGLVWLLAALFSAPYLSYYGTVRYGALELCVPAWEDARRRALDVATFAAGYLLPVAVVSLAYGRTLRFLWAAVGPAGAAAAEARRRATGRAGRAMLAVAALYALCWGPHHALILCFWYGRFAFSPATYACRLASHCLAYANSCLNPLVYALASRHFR
V1R ag counter: activates human V1a receptor in oxytocin agonist counter-screen; P37288; CHO-V1R cells, Fluo-8 calcium fluorescence, agonist mode; 0% DMSO, 100% 3 nM vasopressin; activation, % at 3 µM; 320,000 compounds, 0.25% hits; AID 2797;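 active = activation above the mean activation of all tested compounds plus 3 SD, per screening run, cut at about 20% in these data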;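 note: signal is peak over basal fluorescence ratio across a 100 second FLIPR read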
MEKK2 WT-MEK5: raises or lowers MEK5 binding to wildtype human MEKK2 PB1 domain. bead flow cytometry, Alexa488-MEK5 binding to MEKK2 WT; actives lie on both sides. 290,000 compounds, 1.1% hits. binding response (% of control), % at 10 µM; in the data active = binding response below about 67% or above about 130%
NALP1 yeast inh: blocks the NALP1 inflammasome reconstituted in yeast. 280,000 compounds, 0.61% hits. AID 2071. inhibition, % at 10 µM. S. cerevisiae NALP1/ASC/caspase-1 growth, X-gal OD620, 72 h; in the data active = inhibition mostly above about 24%, no sharp cut-off; inactive = mostly below about 32%; note: some compounds called inactive have numbers as strong as hits
M18AAP inhibitor: PfM18AAP enzyme inhibition | recombinant PfM18AAP, H-Glu-NHMec fluorogenic cleavage | inhibition, % at 7.35 µM | 290,000 compounds, 1.2% hits | AID 1822;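 active = inhibition above the campaign mean inhibition over all tested compounds plus 3 SD, cut at about 28% in these data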;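 note: 0% = plate median of test compound wells and 100% = 2 mM ZnCl2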
GPR7 antag: blocks human GPR7 receptor signaling; P48145; 290,000 compounds, 1.1% hits; inhibition, % at 4.4 µM; GPR7-expressing cells, fluorescence antagonist assay; AID 1861; in the data active = inhibition above about 16%, passing the limit was not always enough;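 note: cells stimulated with the agonist NPW; 0% = agonist with vehicle and 100% = vehicle without agonist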
Target sequence (P48145 whole entry, looked up): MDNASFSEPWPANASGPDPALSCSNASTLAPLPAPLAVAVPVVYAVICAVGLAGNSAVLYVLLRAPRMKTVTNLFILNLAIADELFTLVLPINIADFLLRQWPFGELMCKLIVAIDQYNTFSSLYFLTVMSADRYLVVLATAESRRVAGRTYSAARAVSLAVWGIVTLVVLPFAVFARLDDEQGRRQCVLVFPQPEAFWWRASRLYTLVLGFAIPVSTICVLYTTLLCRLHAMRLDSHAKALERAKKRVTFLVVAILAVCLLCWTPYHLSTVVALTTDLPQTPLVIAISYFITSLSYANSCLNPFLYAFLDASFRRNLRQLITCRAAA
MEKK2mut PB1 HTS: signal of MEK5 binding to mutant human MEKK2 PB1 domain; 290,000 compounds, 0.35% hits; percent response, % at 10 µM; AID 1530; bead flow cytometry, Alexa488-MEK5 binding to MEKK2 mutant; in the data active = percent response above about 24%, passing the limit was not always enough; note: inactives centre near 1; some results filed as inactive read as strong as hits
OXTR potentiator: potentiators of human oxytocin receptor; AID 2445; CHO-OTR cells, Fluo-8 calcium fluorescence, potentiator mode; 0% = oxytocin EC15, 100% = EC100; P30559; 320,000 compounds, 0.061% hits; activation, % at 3 µM;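 active = activation above that plate's cutoff, the mean activation of tested compounds plus 3 SD, cut at about 6.6% in these data, passing the limit was not always enough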;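 note: 100% uses oxytocin at 75 nM as the full agonist control; some results filed as inactive read as strong as hits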
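Dosing: Single dose, 3.0 µM nominal final compound concentration | Material: Human OTR in CHO cells | Technique: Kinetic Fluo-8 calcium fluorescence | Benchmarks: EC15 oxytocin alone as 0%, 75 nM oxytocin as 100% | Probe or stimulus: Oxytocin at about EC15, sub-maximal agonist stimulus | Incubation: Compound 6 min at room temperature before oxytocin, 100 s read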
* hit, by the source's call; / = not tested or not shown.

SMILES	OXTR ag	GalR3 antagonist	V1R ag counter	MEKK2 WT-MEK5	NALP1 yeast inh	M18AAP inhibitor	GPR7 antag	MEKK2mut PB1 HTS	OXTR potentiator
Cc1cc(NS(=O)(=O)c2c(C)[nH]c(=O)[nH]c2=O)ccc1Br	/	-2	/	104	0	-3	-1	5	/
CCOc1cc(/C=N/n2cnnc2)ccc1OS(=O)(=O)c1ccc(C)cc1	-0.3	3	1.6	100	2	13	-2	1	-8
NC(=O)CC1(CC(=O)O)CCCCC1	1.6	-3	-0.4	97	-1	-1	11	4	0
CC/C(C)=N/NC(=O)c1[nH]c2ccc(C)cc2c1-c1ccccc1	-0.7	-5	0.3	102	13	6	-1	1	-19
COc1ccc(CCNC(=O)c2nnn(-c3ccccc3OC)c2N)cc1OC	-1.1	-1	-0.5	102	19	0	-6	-5	-16
Cc1ccc2nc(/C(C#N)=C\c3ccc(Oc4ccc(C(F)(F)F)cc4[N+](=O)[O-])cc3)[nH]c2c1	-0.9	-3	-0.8	107	23	-1	-9	2	-8
O=C1CCCN2N=C(SCC(=O)Nc3ccc(F)cc3F)SC2=N1	3.9	-8	4.9	100	8	-5	-12	0	-1
COc1ccc(C)c2sc(=NC(=O)C(C)C)n(C)c12	-1.6	/	-0.1	113	-10	-1	-7	11	-3
COC(=O)C1=C(C)NC(=O)NC1c1c(O)ccc2ccccc12 (configuration not stated)	0.9	-5	0.0	100	6	-3	-9	3	-11
O=C(Nc1cccc(F)c1)N1CCN(C(=O)c2ccco2)CC1	0.3	-1	0.9	103	7	-5	-12	-5	0
CCC1CCCCN1S(=O)(=O)c1ccc(C(=O)Nc2nnc(-c3cccs3)o2)cc1 (configuration not stated)	-1.3	/	0.7	/	19	-4	-12	/	-15
CC(C)N(Cc1ccccc1)C(=O)CN1C(=O)NC2(CCCCCC2)C1=O	-0.1	-5	-0.3	/	/	/	/	/	-2
O=Cc1c(NCc2ccc(Cl)cc2)c2ccccc2[nH]c1=O	1.9	-9	-0.4	111	13	-1	-8	15	-3
Cc1cc(C(=O)NNC(=O)c2cccs2)c(C)o1	0.8	-4	0.1	/	/	/	/	/	-5
OCC1(Cc2ccccc2C(F)(F)F)CCN(Cc2ccc3c(c2)CCO3)CC1	5.3	-7	3.2	109	7	-3	10	3	-6
CN(CC(=O)N1CCCCC1)S(=O)(=O)c1cccc2cccnc12	0.5	-3	0.9	107	/	1	-6	3	-2
CCOc1cc(C(=O)NC(C)COC)cc(OCC)c1OCC (configuration not stated)	-0.8	-2	-0.8	99	-12	-2	-18	-1	5
Cc1cccc(OCC(=O)NNC(=O)c2cc3ccccc3oc2=O)c1	-0.1	1	0.5	100	9	-3	-7	9	-18
O=C(NCCNC(=O)c1ccco1)c1ccco1	0.2	-7	-0.4	99	4	2	0	2	-12
Clc1cccc(Cl)c1Cn1cc(Br)cn1	-1.8	-8	-1.3	98	1	0	-6	1	0
CCCCN1CCc2c([nH]c3ccccc23)C1=O	-2.5	-3	-0.4	96	11	-7	-4	3	-6
COC(=O)C(C(=O)Nc1ccccc1C)C1CCCC1 (configuration not stated)	-1.7	0	-0.2	96	5	-13	3	2	1
O=C(NCC(c1ccco1)N1CCN(c2ccc(F)cc2)CC1)C(=O)NC1CCCC1 (configuration not stated)	-0.4	-1	0.9	/	/	/	/	/	-4
Nn1c(SCC(=O)NNC(=O)c2ccccc2)nnc1-c1ccccc1F	0.4	11	0.4	/	/	/	/	/	-9
CN1CCN(c2nc3c(c(=O)n(C)c(=O)n3C)n2Cc2cccc(Br)c2)CC1	-0.3	-4	1.4	99	16	-5	-1	-6	-1
O=C(Nc1nc2ccc(S(=O)(=O)N3CCCC3)cc2s1)c1ccco1	0.6	-5	0.2	103	14	3	-11	0	-7
Cc1occc1C(=O)N/N=C/c1cccnc1	0.3	-3	1.1	96	9	-11	10	1	-1
CC(C)(C)NC(=O)CN(C(=O)C(=O)Nc1ccc2c(c1)OCCO2)C1CC1	0.5	-7	0.3	100	8	-6	-5	2	-5
OCC(O)/C=N/Nc1nc2ccccc2s1 (configuration not stated)	0.2	0	0.3	93	-4	33*	1	-6	-6
COC(C)(C)[C@]12CC(O)(c3ccccc3)ON1[C@H]1CCCCC1N2O (some centres not stated)	-0.3	-4	0.5	109	14	6	-9	6	-6
CC(=O)N1c2ccc(S(=O)(=O)N(C)Cc3ccccc3)cc2CC1C (configuration not stated)	8.8	0	8.0	102	5	2	0	3	-14
CCc1ccc(-n2c(=S)sc3c(=O)n(-c4ccccc4C)c(SCC(=O)O)nc32)cc1	0.3	-13	-0.5	103	13	4	1	4	-10
FC(F)(F)c1nc2ccccc2nc1N/N=C\c1ccccc1	-2.5	-1	-1.9	/	6	12	-14	/	-2
CCO[C@H]1OC(C(=O)N2CCN(C)CC2)=C[C@@H](c2ccc(C(F)(F)F)cc2)[C@@H]1CCCO	-0.1	-1	0.6	106	4	-1	-1	2	-3
COc1ccc(NC(=O)CN2CCCN(S(=O)(=O)c3ccc(F)cc3)CC2)cc1	0.5	-8	0.6	104	7	-4	3	4	-3
Nc1nonc1OCCN1CCN(c2ccc([N+](=O)[O-])c3cccnc23)CC1	1.9	-4	3.6	106	/	4	6	6	-12
Cc1ccc(NS(=O)(=O)c2ccc3c(c2)OCCCO3)cc1S(=O)(=O)N1CCOCC1	5.5	-8	5.4	/	/	/	/	/	-2
CCN(CC(=O)Nc1ccc(NC(C)=O)cc1)C(=O)c1ccc(C(=O)c2ccccc2)cc1	-0.2	-5	-0.2	/	/	/	/	/	-4
CC(=O)c1cccc(N(CC(=O)O)S(C)(=O)=O)c1	1.5	1	0.7	99	29	-8	-4	-1	1
O=C(Nc1ccccc1Cl)C1C2CCC3C(CCC21)C3(Cl)Cl (configuration not stated)	-0.9	2	0.6	94	33	0	9	-1	-1
Cc1ccc2cc(CCNC(=O)C(=O)c3c[nH]c4ccccc34)c(=O)[nH]c2c1	0.5	-6	1.7	99	-3	-5	4	0	-15
Cc1ccccc1NC(=O)/C(C#N)=C/c1ccsc1	-2.1	-11	0.4	110	41	-1	-5	5	-1
OCC[C@H]1C[C@@H](O)[C@H](O)[C@@]2(CCc3ccccc3CO2)O1	-1.1	-2	1.2	/	/	/	/	/	-10
Cc1cc(Oc2ccccc2)nc(SCC(=O)Nc2ccccc2)n1	-0.1	-5	-0.1	98	-6	-6	1	-2	-9
CC(C)c1ccc(CN(C(=O)/C=C/c2ccco2)C2CCS(=O)(=O)C2)cc1 (configuration not stated)	-2.2	3	-0.5	92	22	-8	-12	-13	1
Cc1occc1C(=O)Nc1nccs1	-0.6	-3	0.4	102	1	-4	-11	4	-9
CCOC(=O)c1sc(N2C(=O)C(O)=C(C(=O)c3ccco3)C2c2ccco2)nc1C (configuration not stated)	-1.1	-1	-0.3	92	2	32*	-6	-4	-2
N#C/C(=C\c1c(N2CCCCC2)nc2ccccn2c1=O)C(=O)NCc1ccco1	-2.3	-2	-0.9	101	25	-12	-7	-1	-1
CN(C(=O)COC(=O)c1c[nH]c(=O)[nH]c1=O)C1CCCCC1	0.0	2	0.5	98	10	-7	-1	-3	1
Cc1n[nH]c(C)c1Sc1ccccc1N	1.6	0	0.9	95	-7	-9	-5	-5	3
COc1ccccc1/C=C/C=N/n1c(-c2n[nH]c3c2CCC3)n[nH]c1=S	-2.6	-4	-1.8	99	-14	8	-2	-3	0
CCOC(=O)c1c(C)nc2c(C#N)cnn2c1C	0.2	-1	0.1	100	4	0	-13	-1	-7
NS(=O)(=O)c1ccc(NC(=O)CN2C(=O)C3C4C=CC(C4)C3C2=O)cc1 (configuration not stated)	0.5	-1	-0.6	98	-3	1	-1	3	-8
CC1CCC(NC(=O)COC(=O)c2n[nH]c(=O)c3ccccc23)CC1 (configuration not stated)	-0.6	-4	-0.6	/	/	/	/	/	-10
CCOC(=O)CCNCC1COc2ccccc2O1 (configuration not stated)	-0.1	3	0.7	115	34	-13	-10	13	-5
COc1ccccc1N1CN(S(=O)(=O)c2ccc(C)cc2)c2nc3ccccc3nc21	-1.2	-5	0.1	/	/	/	/	/	-10
Cc1ccc(-c2cc(C(=O)Nc3ccc4c(c3)OCCO4)c3ccccc3n2)cc1	0.7	-4	-0.8	93	33	2	-5	11	-2
CN(CCOc1ccccc1)C(=O)c1cc(COc2c(F)cccc2F)on1	-1.2	-6	-0.6	100	5	-6	-10	-1	-7
CC1CCN(CCCNC(=O)c2ccc(Cn3c(=S)[nH]c4ccc(Br)cc4c3=O)cc2)CC1	-0.6	/	-0.2	166*	-2	-1	0	38	-14
COc1ccc(C(=O)N(C)c2c(C)n(C)n(-c3ccccc3)c2=O)cc1OC	0.5	-2	0.7	101	-2	-3	1	-1	-4

Single records, as listed above. Screens in order: OXTR ag | GalR3 antagonist | V1R ag counter | MEKK2 WT-MEK5 | NALP1 yeast inh | M18AAP inhibitor | GPR7 antag | MEKK2mut PB1 HTS | OXTR potentiator
Entry for `CCOC(=O)CCNCC1COc2ccccc2O1` (configuration not stated) = -0.1 | 3 | 0.7 | 115 | 34 | -13 | -10 | 13 | -5
Entry for `COc1ccccc1/C=C/C=N/n1c(-c2n[nH]c3c2CCC3)n[nH]c1=S` = -2.6 | -4 | -1.8 | 99 | -14 | 8 | -2 | -3 | 0
Entry for `CC1CCC(NC(=O)COC(=O)c2n[nH]c(=O)c3ccccc23)CC1` (configuration not stated) = -0.6 | -4 | -0.6 | / | / | / | / | / | -10
Entry for `COc1ccc(C(=O)N(C)c2c(C)n(C)n(-c3ccccc3)c2=O)cc1OC` = 0.5 | -2 | 0.7 | 101 | -2 | -3 | 1 | -1 | -4

Next compounds
SMILES	OXTR ag	GalR3 antagonist	V1R ag counter	MEKK2 WT-MEK5	NALP1 yeast inh	M18AAP inhibitor	GPR7 antag	MEKK2mut PB1 HTS	OXTR potentiator
NS(=O)(=O)c1ccc(N=C2C(=O)Nc3ccccc32)cc1	0.5	0	0.0	92	10	-2	-4	-9	-5
COc1cc2c(cc1OC)/C(=C/c1ccc(Br)cc1)C(=O)OC2	-1.5	1	0.1	101	26	3	-7	0	-5
CC1=C(C(=O)Nc2ccccn2)C(c2cccnc2)n2nnnc2N1 (configuration not stated)	-0.4	-4	-0.4	95	-5	-7	4	-2	-5
COC(=O)c1cccc(C(=O)N2CCCC(C(=O)c3cccc(OC(C)C)c3)C2)c1 (configuration not stated)	12	-6	-0.5	96	22	2	-3	-4	-22
CCNC(=O)COc1cc(C)c(Br)c(C)c1	2.8	-3	2.0	103	6	-1	-12	0	3
Cc1nnc(NC(=O)CSc2nnc(CC(=O)Nc3ccccc3Cl)n2C)s1	-0.2	-8	1.3	95	14	1	8	-7	-9
COc1cc2nc(C)sc2cc1SC	-1.4	-7	-0.3	97	-8	6	-5	4	-6
CCC1OC(c2ccc([N+](=O)[O-])cc2)=Nc2ccccc21 (configuration not stated)	-1.6	-9	0.0	95	4	12	-19	1	-4
COc1ccc(-c2cc(C(=O)N3CCCc4ccccc43)no2)cc1	-1.2	-6	0.5	/	4	-2	-4	/	-11
Cc1ccc(NC(=S)Nc2ncccc2C)c(C)c1	-1.1	-3	-0.9	98	11	4	-5	-1	-9
CCCCCC(=O)NNC(=O)Cc1ccc([N+](=O)[O-])cc1	-0.9	-7	-0.2	99	4	0	-10	4	-4
Cc1ccc(NC(=O)c2cc3c(=O)oc4ccccc4c3s2)nc1	-0.5	-10	-0.1	93	10	-3	-4	1	-9

High-throughput results (PubChem)

No enrichment for hits, and some 4.1% of all compounds hit somewhere here.
